ABCB1 inh: inhibitors of human ABCB1 transporter, ABCG2 counter-screen; hit rate 0.067% among 190,000; CCRF-Adr cells, JC-1 efflux, flow cytometry; P08183; inhibition, % at 6.6 µM; AID 1326; in the data active means inhibition above about 40%;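 further: 0% = vehicle and 100% = reference inhibitor; higher value means more JC-1 retained so stronger ABCB1 efflux block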
Bcl-2 Bim block: disrupts Bim peptide binding to human Bcl-2 | P10415 | Bead-based flow cytometry, Bim peptide-Bcl-2 binding | inhibition, % at 10 µM | hit rate 0.06% among 190,000 | AID 950; in the data active means inhibition above about 40%; inconclusive means no clear call, values can overlap the other calls;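 further: 0% = no compound wells with probe peptide and 100% = reference peptide inhibitor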
Bim-Bfl-1: disrupts Bim binding to human Bfl-1; Q16548; inhibition, % at 10 µM; Bead-based flow cytometry, Bim-Bfl-1 binding inhibition; AID 1008; hit rate 0.12% among 190,000;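 further: 0% = wells without compound plus tracer and 100% = blocker peptide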
Bcl-XL Bim block: human Bim-Bcl-XL interaction inhibition; inhibition, % at 10 µM; hit rate 0.04% among 190,000; Q07817; Bim peptide-Bcl-XL binding, bead flow cytometry, fluorescence
Target sequence (Q07817 whole entry, looked up): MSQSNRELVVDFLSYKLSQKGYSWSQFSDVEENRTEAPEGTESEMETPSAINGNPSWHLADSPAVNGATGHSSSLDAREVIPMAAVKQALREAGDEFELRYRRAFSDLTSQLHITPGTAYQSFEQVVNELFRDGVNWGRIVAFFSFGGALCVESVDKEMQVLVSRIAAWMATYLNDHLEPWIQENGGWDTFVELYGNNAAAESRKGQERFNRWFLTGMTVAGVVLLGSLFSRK
ABCG2 block: human ABCG2 inhibition, ABCB1 as counter-screen; IgMXP3 cells, JC-1 efflux, flow cytometry; hit rate 0.1% among 190,000; inhibition, % at 6.6 µM;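 active means inhibition above 80%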;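 further: 0% = DMSO and 100% = nicardipine control wells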
Target sequence (Q9UNQ0 whole entry, looked up): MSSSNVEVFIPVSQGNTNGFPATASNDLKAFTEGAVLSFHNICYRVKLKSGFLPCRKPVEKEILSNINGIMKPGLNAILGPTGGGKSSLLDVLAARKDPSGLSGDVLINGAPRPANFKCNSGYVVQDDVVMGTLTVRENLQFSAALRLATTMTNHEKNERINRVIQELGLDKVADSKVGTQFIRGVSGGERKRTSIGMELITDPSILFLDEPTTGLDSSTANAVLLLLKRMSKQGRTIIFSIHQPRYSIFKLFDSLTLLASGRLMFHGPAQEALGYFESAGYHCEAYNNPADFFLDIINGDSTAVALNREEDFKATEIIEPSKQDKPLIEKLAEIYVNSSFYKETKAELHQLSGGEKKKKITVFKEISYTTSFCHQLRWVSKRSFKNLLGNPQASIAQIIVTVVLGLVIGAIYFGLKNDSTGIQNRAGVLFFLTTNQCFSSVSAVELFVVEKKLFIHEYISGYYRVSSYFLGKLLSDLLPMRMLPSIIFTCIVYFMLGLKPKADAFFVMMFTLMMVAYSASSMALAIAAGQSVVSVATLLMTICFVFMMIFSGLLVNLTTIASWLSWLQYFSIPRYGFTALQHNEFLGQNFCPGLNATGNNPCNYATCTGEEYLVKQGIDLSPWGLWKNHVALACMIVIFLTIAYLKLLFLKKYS
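Read-out basis: Efflux inhibition in percent versus controls | Test system: ABCG2 IgMXP3 and barcoded ABCB1 CCRF-Adr cell mix | Quantity: 3 million cells/mL in well | Schedule: 10 min at 25 °C | Control set: Nicardipine as high control, DMSO as low control | Reagent: JC-1 as fluorescent efflux pump substrate | Signal: Flow cytometry of retained JC-1 fluorescence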
Avidin bead fluor: avidin bead compound fluorescence profile; Avidin beads, compound fluorescence 488/530 nm, flow cytometry; hits give high values; fluorescence (KMESF) at 10 µM; hit rate 0.38% among 220,000; AID 1775; in the data active means fluorescence above about 47; further: inactives centre near 10
Bcl-W Bim block: disrupts Bim peptide binding to human Bcl-W; Q92843; bead-based flow cytometry; inhibition, % at 10 µM; hit rate 0.02% among 190,000; AID 952;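 further: 0% = bound tracer without compound and 100% = peptide blocker; higher means less fluorescent Bim peptide bound to Bcl-W beads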
Target sequence (Q92843 whole entry, looked up): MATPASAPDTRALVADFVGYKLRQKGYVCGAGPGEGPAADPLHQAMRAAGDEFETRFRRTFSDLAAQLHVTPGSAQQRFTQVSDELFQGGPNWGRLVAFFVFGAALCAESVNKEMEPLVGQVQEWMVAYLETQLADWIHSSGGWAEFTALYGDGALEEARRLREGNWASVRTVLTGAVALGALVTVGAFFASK
Bim-Bcl-B: inhibitors of Bim-Bcl-B interaction, human; Q9HD36; bead-based flow cytometry, Bim peptide-Bcl-B binding; inhibition, % at 10 µM; hit rate 0.073% among 190,000; AID 951;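 further: 0% = tracer peptide without compound and 100% = reference inhibitor peptide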
GSH bead fluor: GSH bead compound fluorescence profile; GSH beads flow cytometry, compound fluorescence 488/530 nm; hits give high values; fluorescence (KMESF) at 10 µM; hit rate 0.25% among 190,000; in the data active means fluorescence above about 89;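 further: glutathione beads carrying GST-tagged Bcl family fusion proteins plus one bare bead set; values are compound well signal with DMSO vehicle wells as background; inactives centre near 16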
RGS4-Gao reg: modulates binding of RGS4 to human Galphao; P09471; Multiplexed bead flow cytometry; actives lie on both sides; binding response (% of control), % at 10 µM; hit rate 0.33% among 220,000; AID 1415; in the data active means binding response below about 49% or above about 150%; inactive means in between;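 further: fluorescent Galphao activated with aluminum fluoride binding bead-coupled RGS4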
RGS7-Gao reg: regulators of human RGS7-Galphao interaction; Multiplexed bead flow cytometry, RGS7-Galphao binding; actives lie on both sides; binding response (% of control), % at 10 µM; hit rate 0.35% among 220,000; AID 1439; in the data active means binding response below about 49% or above about 150%; inconclusive means no clear call, values can overlap the other calls; inactive means in between;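 further: fluorescent Galphao held in activated GDP-AlF4 state binding bead-coupled RGS7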
* marks the source's active call; other numbers are inactive results; ? = inconclusive; [ ] = dose if it differs, or a comment. Unless noted, no stated cut-off is given here; in the data, active means inhibition above about 40%. No enrichment for hits. About 1.3% of those tested had a hit in this group.

SMILES	ABCB1 inh	Bcl-2 Bim block	Bim-Bfl-1	Bcl-XL Bim block	ABCG2 block	Avidin bead fluor	Bcl-W Bim block	Bim-Bcl-B	GSH bead fluor	RGS4-Gao reg	RGS7-Gao reg
CCCCNC(=O)C1CC(=O)N(CCc2ccccc2)C1 (stereo unspecified)	0.3	3	-1	2	1	6	2	2	10	99	103
CCCCNC(=O)Nc1cc(C(F)(F)F)c[nH]c1=O	-2.1	-7	-11	-16	-1	5	0	-2	35	98	101
CCC(C)NC(=O)Cn1c(=O)n(CCCCC(=O)NCc2ccco2)c(=O)c2ccccc21 (stereo unspecified)	0.3	1	4	3	1	10	-1	0	57	97	103
C=CCNc1nc(SCC=C)nc2ccsc12	0.3	-4	0	-3	6	16	0	0	15	92	94
CCOC(=O)c1sc(NC(=O)/C=C/c2cnn(CC)c2C)c(C(=O)OCC)c1C	8.0	-7	-1	-5	25	19	-4	-1	22	100	100
CC12C(=O)N(c3ccccn3)C(=O)C1C1C=CC2C1 (stereo unspecified)	0.8	-6	-5	1	3	8	3	-7	20	99	99
COc1ccc(/C=C/C(=O)OCCCN(C)C)cc1	0.0	0	-4	0	2	14	3	0	15	106	?
COc1ccccc1NC(=O)c1oc2ccc(C)cc2c1C	0.1	-4	-4	-4	2	8	1	-4	14	104	105
Cc1sc2ncnc(SCC(=O)N3CCCC3)c2c1C	0.4	-11	-10	0	3	11	1	-6	55	102	102
CCCn1nc(NC(=O)c2ccncc2)c2cc3ccccc3nc21	0.6	-6	-6	0	5	7	3	-2	57	92	89
O=C(CCN1CCCCC1)Nc1cccc(Cl)c1	0.1	-8	-11	-6	0	8	4	-8	64	98	99
CC(=O)c1cccc(-n2nnnc2SCC(=O)Nc2cccc(NC(=O)c3ccco3)c2)c1	-0.4	2	0	0	0	24	-1	-1	10	109	108
CCCSC(=O)N(CC)CC(=O)Nc1c(CC)cccc1CC	0.9	1	-2	-2	2	14	0	-3	23	98	101
COc1cc(Cl)c(S(=O)(=O)N2CC(C)OC(C)C2)cc1Cl (stereo unspecified)	2.7	-1	-5	-1	4	9	-2	0	37	104	103
O=S(=O)(Nc1nc2ccccc2[nH]1)c1ccc(Cl)cc1	-0.2	-10	-16	-6	-2	13	-1	-10	25	99	94
CC1CCCCC1NC(=O)CO/N=C/c1ccc(OC(F)F)cc1 (stereo unspecified)	1.1	-3	-7	-3	3	11	-1	-2	11	103	97
C/C(=N\NC(=O)c1ccc(O)cc1)c1ccc2c(c1)Nc1ccccc1S2	-0.3	-7	-8	-3	10	6	-3	-9	15	103	100
CCc1ccc2[nH]c(=O)c(CN(CCCN3CCOCC3)C(=O)Nc3cccc(Cl)c3)cc2c1	19	-7	-18	-3	42	26	0	-10	22	101	101
CC(=O)N1CCN(S(=O)(=O)c2cccc(C(=O)OCC(=O)NC(=O)c3cccn3C)c2)CC1	0.1	3	0	0	3	6	0	0	15	112	108
CCN(CC)CCNc1nc(-c2ccccc2)c2c(c1C#N)CC(C)(C)OC2	0.5	-7	-2	-1	1	18	-1	-2	11	98	95
Clc1ccccc1-c1nn2c(Cn3cnc4ccccc43)nnc2s1	-0.1	-6	7	-1	0	6	5	-15	4	99	108
Cc1cc(NC(CC(C)C)C(=O)O)nc(Cc2ccccc2)n1 (stereo unspecified)	0.5	-11	-18	-6	1	14	-2	-11	39	105	106
O=C(Cn1cnc2sc(-c3ccccc3)cc2c1=O)N1CCOCC1	0.2	0	-3	-2	2	5	0	-3	12	96	95
N#Cc1ccccc1CSc1nc2ccsc2c(=O)n1Cc1ccccn1	2.1	1	0	-4	5	7	-2	-7	5	99	97
COc1ccc(Nc2nc(N)nc(CSc3nccc(C)n3)n2)cc1	0.1	0	-5	0	2	9	1	-1	53	101	99

(listing goes on)
SMILES	ABCB1 inh	Bcl-2 Bim block	Bim-Bfl-1	Bcl-XL Bim block	ABCG2 block	Avidin bead fluor	Bcl-W Bim block	Bim-Bcl-B	GSH bead fluor	RGS4-Gao reg	RGS7-Gao reg
O=S(=O)(c1ccc(S(=O)(=O)N(Cc2ccco2)Cc2ccccc2Cl)cc1)N1CCCC1	0.7	-3	-11	2	3	7	1	-4	9	89	84
CCc1nnc(NC(=O)Cc2c[nH]c3ccccc23)s1	0.3	-2	-3	-3	3	9	-2	-6	12	101	?
Cc1ccc(C2NC(=O)c3sc(=S)n(-c4ccccc4)c3N2)cc1 (stereo unspecified)	0.2	6	7	7	2	19	6	4	48	105	125
C=CCNC(=O)Nc1ccc2oc(C)nc2c1	0.8	-2	0	-1	10	5	-1	0	19	100	97
Cc1ccc(N(C(=O)C(F)(F)F)C(C(=O)NC2CCCCC2)c2cccs2)cc1C (stereo unspecified)	0.3	-3	-8	2	1	8	1	-5	56	105	100
CC(C)(CO)C(O)C(=O)NCCC#N (stereo unspecified)	-0.1	4	-3	0	1	12	2	-4	14	101	113
O=[N+]([O-])c1ccc(/C=C/c2ccc3cccc([N+](=O)[O-])c3n2)cc1	-0.3	0	0	-3	13	12	-2	-9	8	97	98
COc1cc2c(C(=O)NCCCOC(C)C)cn(CC(C)C)c(=O)c2cc1OC	1.0	0	0	-3	3	11	-3	0	25	88	86
N#C/C(=C(/O)CCl)c1nnc2n1CCCCC2	0.5	-1	-3	3	6	19	4	0	16	98	?
O=C(NNC(=O)c1cc2cc3ccccc3nc2s1)c1ccc(F)cc1	0.0	0	-2	-1	0	4	2	0	21	96	97
O=c1c2ccccc2nc(/C=C/c2ccc([N+](=O)[O-])o2)n1CCCO	1.9	-5	-4	0	11	9	4	-4	7	100	99
Cc1nc(SCC(=O)NCCc2ccccc2)nc(C)c1C	0.0	3	4	0	0	14	-2	0	22	103	102
COc1ccc(-c2cccc(C(=O)Nc3ccc(OC)c(OC)c3)c2)cc1	0.6	0	0	-3	4	13	0	0	25	99	96
CC(C)c1ccc(C2=NN(c3ccccc3)C(=O)CC2)cc1	0.7	-8	-9	-5	37	12	-4	-9	11	100	103
CN(C)c1ccc(N=Nc2ccccc2C(=O)OCC(=O)N2CCCC2)cc1	1.1	1	5	-7	13	8	-4	2	17	97	99
Cc1ccc2nc(Cl)c(C3CC(c4cccs4)=NN3C(=O)CCCC(=O)O)cc2c1 (stereo unspecified)	-0.5	0	-1	-5	0	9	-2	-3	5	106	106
Fc1ccc(-c2c[nH]c(=S)n2Cc2ccccc2)cc1	-0.3	1	7	-3	0	10	0	-28	18	100	?
Cc1cccc(NCc2cc(Cl)cc(Cl)c2O)n1	1.2	6	3	-1	6	175*	0	0	17	274*[activator]	278*[activator]
CCCNC(=O)COC(=O)c1n[nH]c2ccccc12	0.4	-3	-5	-2	1	8	1	-1	15	103	99
COC(=O)COc1ccc2c(=O)c(-c3ccccc3OC)coc2c1	-0.4	0	-3	-4	37	7	0	-1	15	100	98
CCCCN(C(=O)c1cc2ccccc2o1)c1c(N)n(CC(C)C)c(=O)[nH]c1=O	1.3	-1	0	-2	13	4	0	0	23	100	103
Cc1cc(C)cc(Oc2ccc(C(F)(F)F)cc2C#N)c1	1.3	-3	1	1	11	6	2	1	11	97	97
CCOC(=O)C1=C(c2ccccc2)N(C)C(=O)NC1c1ccc(OC(F)F)c(OC)c1 (stereo unspecified)	0.1	-10	-13	1	3	56*	0	-8	13	104	123
CC(=O)c1ccc(Nc2ncnc3c2oc2ccccc23)cc1	1.3	-4	-5	-1	5	11	-6	-2	7	111	114
COc1ccc(Nc2ncnc3c2cnn3-c2ccccc2)cc1OC	0.8	-6	-11	-4	11	8	-2	-7	14	99	101

The listing continues.
SMILES	ABCB1 inh	Bcl-2 Bim block	Bim-Bfl-1	Bcl-XL Bim block	ABCG2 block	Avidin bead fluor	Bcl-W Bim block	Bim-Bcl-B	GSH bead fluor	RGS4-Gao reg	RGS7-Gao reg
COc1ccc(Nc2ncccc2C(=O)NCc2ccccc2)cc1	0.5	-6	-3	-4	3	15	-2	0	13	104	102
O=C(CC1C(=O)OCC2CCCCN21)Nc1ccccc1C(F)(F)F (stereo unspecified)	-0.2	-1	-4	0	7	10	-1	0	12	98	95
Cn1c(NCCc2ccccc2)cc(=O)n(C)c1=O	0.2	-5	-9	-4	1	24	-2	-9	15	101	98
CC(=O)NCc1nc2ccccc2n1Cc1ccccc1C	-2.7	-10	-11	-6	-3	6	-1	-7	25	97	96
FC(F)Sc1ccc(-n2c(-c3ccc(Cl)cc3)c[n+]3c2CCC3)cc1	-0.1	-1	-5	0	0	5	-5	-4	23	102	105
CC(C)CCN(CC(=O)NC(C)(C)C)C(=O)C(=O)Nc1ccc2c(c1)OCCO2	-0.6	0	-3	1	-1	8	0	0	10	101	?
CCOC(=O)c1c(NC(=O)C2C3CCC(O3)C2C(=O)O)sc2c1CCC(CC)C2 (stereo unspecified)	0.8	-2	-1	-2	8	5	0	-2	21	101	99
N#CCCNc1ccc(OCCC#N)cc1	0.0	-7	-9	-3	0	8	1	-12	45	105	106
CC(c1ccc(F)cc1)n1cc(C(=O)NCc2ccccn2)nn1 (stereo unspecified)	0.1	-2	0	-13	0	19	-6	-3	10	108	112
CC1CCN(S(=O)(=O)c2ccc(C(=O)N3CCN(c4ccccc4F)CC3)cc2)CC1	1.3	-4	-5	-3	8	11	-2	-4	12	100	102
Cn1c(SC/C=C/c2ccccc2)nnc1-c1ccco1	0.9	-10	-14	-5	7	34	-2	-9	24	97	96
C=CCn1c(SCC(=O)c2cc(C)n(C)c2C)nnc1-c1ccncc1	0.5	1	2	-1	1	10	0	1	69	102	98
CCN(CC)c1ccc2c(C)c(CO)c(=O)oc2c1	0.1	-3	-3	0	2	9	0	-5	18	97	?
O=C(COC(=O)Cc1ccsc1)Nc1ccccc1	0.2	-5	-10	-4	0	23	-4	-7	16	117	113
CCSc1nnc(NC(=O)C2CCCN(S(=O)(=O)c3cnc[nH]3)C2)s1 (stereo unspecified)	0.4	-2	-4	-2	2	4	-6	-6	23	98	95
CCCn1c(N2CCN(C(=O)Nc3ccc(Cl)cc3)CC2)nc2ccccc21	2.4	-3	-8	0	10	12	-3	-6	13	94	90
COC(=O)CCCCC(=O)C1C(=O)CC(C)(C)C(C(=O)OC)C1=O (stereo unspecified)	-5.1	-3	-12	11	-7	8	0	-5	25	115	110
O=c1cc(CSc2ccc(Cl)cc2)nc2nc[nH]n12	0.0	-4	-6	-1	0	6	-6	-10	40	98	98

Single records (already shown).
Cc1sc2ncnc(SCC(=O)N3CCCC3)c2c1C is listed as ABCB1 inh: 0.4; Bcl-2 Bim block: -11; Bim-Bfl-1: -10; Bcl-XL Bim block: 0; ABCG2 block: 3; Avidin bead fluor: 11; Bcl-W Bim block: 1; Bim-Bcl-B: -6; GSH bead fluor: 55; RGS4-Gao reg: 102; RGS7-Gao reg: 102
CC(=O)NCc1nc2ccccc2n1Cc1ccccc1C is listed as ABCB1 inh: -2.7; Bcl-2 Bim block: -10; Bim-Bfl-1: -11; Bcl-XL Bim block: -6; ABCG2 block: -3; Avidin bead fluor: 6; Bcl-W Bim block: -1; Bim-Bcl-B: -7; GSH bead fluor: 25; RGS4-Gao reg: 97; RGS7-Gao reg: 96

Shown as a hit in RGS7-Gao reg, among the entries above:
Structure | Bcl-2 Bim block | Bim-Bfl-1 | Bcl-XL Bim block | Avidin bead fluor | Bcl-W Bim block | Bim-Bcl-B | GSH bead fluor | RGS4-Gao reg | RGS7-Gao reg
Cc1cccc(NCc2cc(Cl)cc(Cl)c2O)n1 | 6 | 3 | -1 | 175* | 0 | 0 | 17 | 274*[activator] | 278*[activator]
